IL1B NFkB pot – enhances IL-1B driven NFkB nuclear translocation; activation, % at 2 µM; hit rate 0.3% among 94,000; HUVEC IL-1B NFkB p65 nuclear translocation imaging; AID 819;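 active means activation above 40%, about the mean plus 3 SD, also judged a hit on visual image review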;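 further: percent activation is computed from the nuclear over cytoplasmic p65 intensity ratio; values of inactives mirror those of a sister screen read the other way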
MRP reversal – compounds reversing MRP-mediated drug resistance. AID 602. differential viability (reversal), % at 10 µM. hit rate 0.04% among 85,000. H69AR cells + 2 uM doxorubicin, CellTiter-Glo, 72 h;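 active means viability drop by adding the cancer drug above about 55%, with treated viability meeting a 40% cutoff, limit read from the data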;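 further: viability without doxorubicin minus viability with 2 µM doxorubicin for each compound; larger differential means the compound sensitizes cells more to doxorubicin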
NFkB transloc inh – blocks IL-1B driven NFkB nuclear translocation in HUVEC cells | HUVEC IL-1B NFkB p65 nuclear translocation imaging | hit rate 0.43% among 94,000 | inhibition, % at 2 µM | AID 796;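 active means inhibition above about 30% together with a positive call from visual inspection of the well image, limit read from the data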;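 further: nuclear over cytoplasmic p65 intensity ratio measured by imaging; 0% = IL-1B stimulated DMSO wells and 100% = unstimulated DMSO wells; values of inactives mirror those of a sister screen read the other way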
PLAP inhibitors HTS – inhibition of human placental alkaline phosphatase – biochemical, luminescence, HTS (AID 690) | purified PLAP, luminescent substrate; higher % means a stronger effect | inhibition, % at 20 µM, or IC50 in µM where a hit was titrated | hit rate 0.08% among 96,000; in the data active means a potency from the dose series; inactive means the rest, 99 in 100 with inhibition below about 30%; further: strong numbers were not always called active
Bcl-B TR3 displacers – displacers of TR3 peptide from Bcl-B, primary screen, selectivity assay for Bfl-1 inhibitor project, biochemical, fluorescence polarization; FP displacement of FITC-TR3 peptide from Bcl-B; higher % means a stronger effect; one-dose displacement, % at 20 µM; IC50 in µM for titrated hits; hit rate 0.11% among 96,000;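 active means displacement above 50% at 20 µM plus a fluorescence interference ratio under 1.5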;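 further: plate controls were wells without compound for no effect and wells lacking Bcl-B protein for full effect; a part of the inactive calls stands beside numbers as strong as those of hits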
MRP reversal cytotoxicity – second read-out of MRP reversal, no call of its own (marks repeat the call); viability, %; H69AR cells, CellTiter-Glo, 72 h; measured here: cytotoxicity without doxorubicin
MRP reversal with doxorubicin – also measured in MRP reversal; calls as there; viability, %; measured here: viability with 2 uM doxorubicin; active compounds read low
NFkB transloc inh cell count 2 µM – recorded beside NFkB transloc inh, whose call it bears; cell count; measured here: cells passing quality filter;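 raw number of nuclei counted in each imaged well without normalization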
IL1B NFkB pot cell count 2 µM – second read-out of IL1B NFkB pot, no call of its own (marks repeat the call); cell count; measured here: cells passing quality filter
Numbers without * were called inactive; . = not tested or not shown.

SMILES	IL1B NFkB pot	IL1B NFkB pot cell count 2 µM	MRP reversal	MRP reversal cytotoxicity	MRP reversal with doxorubicin	NFkB transloc inh	NFkB transloc inh cell count 2 µM	PLAP inhibitors HTS	Bcl-B TR3 displacers
CCc1nc2oc3ccccc3c(=O)c2c(=O)n1-c1ccccc1	21.7	126	5.4	76.9	71.6	-21.7	126	9.6%	-2.4%
CCN1C(=O)c2c(C)nc3ccccc3c2C1=O	4.2	119	.	.	.	-4.2	119	-8.0%	3.8%
CCOC(=O)C(C)On1c(SC(C)C(=O)OCC)nc2ccccc2c1=O (stereo not drawn)	9.7	153	-7.5	72.3	79.8	-9.7	153	.	.
COc1cccc(OC)c1C(=O)Nc1ccccc1N1CCCC1	16.1	131	12.9	92.8	79.9	-16.1	131	-21.0%	-11.1%
Cc1ccc2[nH]c(=O)c(-c3noc(-c4ccncc4)n3)cc2c1	4.6	164	-11.6	81.5	93.1	-4.6	164	.	.
Cc1occc1-c1nnc(SCC(=O)N2CC(=O)Nc3ccccc32)n1CC(C)C	16.7	183	11.1	95.1	83.9	-16.7	183	1.6%	-8.7%
COc1ccccc1NC(=O)C1C2C=CC3(CN(Cc4cccnc4)C(=O)C13)O2 (stereo not drawn)	13.4	81	0.8	100.5	99.8	-13.4	81	2.5%	-0.1%
COc1ccc2c(c1OC)C(=O)NC(C)=C(C(=O)OC(C)(C)C)C2O (stereo not drawn)	4.6	179	22.8	98.0	75.2	-4.6	179	-22.3%	3.9%
COc1ccc(NC(=O)CN2CCN(Cc3ccc4c(c3)OCO4)CC2)cc1OC	-7.3	182	.	.	.	7.3	182	-74.7%	4.9%
Cc1ccc(NC(=O)COc2ccc3oc4c(c3c2)CCCC4)nc1	16.2	22	2.4	96.4	94.0	-16.2	22	-2.3%	-6.3%
O=c1c2[nH]c3ccccc3c2ncn1Cc1cccnc1	50.1*	161*	-1.3	79.2	80.4	-50.1	161	16.7%	3.7%
COc1cc(Br)cc2cc(C(=O)NCC3CCCO3)c(=O)oc12 (stereo not drawn)	-8.1	133	.	.	.	8.1	133	19.0%	-2.6%
COC(=O)CCCNC(=O)OCc1ccc([N+](=O)[O-])cc1	1.5	132	.	.	.	-1.5	132	8.4%	-4.9%
Cc1ccc(C(=O)C(OC(=O)CNC(=O)c2ccc(Cl)cc2)c2ccccc2)cc1 (stereo not drawn)	12.9	167	.	.	.	-12.9	167	-6.2%	2.7%
Cc1cccc(C)c1NC(=O)Cn1c(=O)n(CCCC(=O)NCc2ccco2)c(=O)c2sccc21	-1.2	98	1.9	73.8	71.9	1.2	98	-8.9%	6.4%
Cc1nn(Cc2cccc(C(=O)NCC(C)C)c2)c(C)c1Br	0.1	116	-5.5	93.6	99.2	-0.1	116	.	.
CCSC1=C(C#N)C(c2ccc(OC)c(OC)c2)CC(=O)N1 (stereo not drawn)	-4.0	154	1.9	84.8	82.9	4.0	154	5.0%	-5.9%
Cc1ccc(N(C(C)C(=O)Nc2cc(Cl)ccc2Oc2ccccc2)S(C)(=O)=O)cc1 (stereo not drawn)	-8.4	132	.	.	.	8.4	132	-22.9%	5.3%
COc1ccc(OCCCN2CCCCCC2)cc1	0.1	130	9.8	88.2	78.5	-0.1	130	-53.2%	9.2%
CN(CC(=O)NCc1ccccn1)S(=O)(=O)c1ccccc1	9.8	71	-17.1	81.4	98.6	-9.8	71	-12.1%	-1.0%
O=c1ccn(Cc2ccccc2Cl)cc1	4.4	94	11.1	102.7	91.6	-4.4	94	13.1%	-9.7%
CC(C)(C)n1nnnc1C(c1cccc(C#N)c1)N1CCCCCC1 (stereo not drawn)	-4.0	155	8.9	79.1	70.3	4.0	155	-5.5%	5.9%
CCn1c(=O)c2c(nc3n2CCCN3CCc2ccccc2)n(C)c1=O	6.0	69	-1.2	96.2	97.4	-6.0	69	-20.9%	3.0%
CSCCC(NC(=O)c1ccco1)C(=O)OCC(=O)Nc1ncc(Cl)c(C)c1Cl (stereo not drawn)	0.4	148	-5.0	67.4	72.4	-0.4	148	-9.8%	14.7%
COc1ccc(C(=O)NCC(=O)Nc2ccccc2)cc1OC	-5.3	106	0.1	91.8	91.7	5.3	106	-10.9%	-0.5%

Quoted at random: five entries already listed
SMILES	IL1B NFkB pot	IL1B NFkB pot cell count 2 µM	MRP reversal	MRP reversal cytotoxicity	MRP reversal with doxorubicin	NFkB transloc inh	NFkB transloc inh cell count 2 µM	PLAP inhibitors HTS	Bcl-B TR3 displacers
COc1ccc(C(=O)NCC(=O)Nc2ccccc2)cc1OC	-5.3	106	0.1	91.8	91.7	5.3	106	-10.9%	-0.5%
CCN1C(=O)c2c(C)nc3ccccc3c2C1=O	4.2	119	.	.	.	-4.2	119	-8.0%	3.8%
Cc1occc1-c1nnc(SCC(=O)N2CC(=O)Nc3ccccc32)n1CC(C)C	16.7	183	11.1	95.1	83.9	-16.7	183	1.6%	-8.7%
COc1ccccc1NC(=O)C1C2C=CC3(CN(Cc4cccnc4)C(=O)C13)O2 (stereo not drawn)	13.4	81	0.8	100.5	99.8	-13.4	81	2.5%	-0.1%
COc1ccc(NC(=O)CN2CCN(Cc3ccc4c(c3)OCO4)CC2)cc1OC	-7.3	182	.	.	.	7.3	182	-74.7%	4.9%

New compounds follow
SMILES	IL1B NFkB pot	IL1B NFkB pot cell count 2 µM	MRP reversal	MRP reversal cytotoxicity	MRP reversal with doxorubicin	NFkB transloc inh	NFkB transloc inh cell count 2 µM	PLAP inhibitors HTS	Bcl-B TR3 displacers
COc1ccccc1N1CCN(Cc2ccc(OC)c(OC)c2OC)CC1	7.1	104	-0.4	102.7	103.0	-7.1	104	-57.2%	-5.9%
c1ccc(C2=Nc3ccccc3NC(c3ccccc3)C2)cc1 (stereo not drawn)	-15.6	106	.	.	.	15.6	106	1.9%	-13.1%
CCc1nc2oc(C(=O)c3ccccc3)c(N)c2c2c1COC(C)(C)C2	10.2	114	-16.8	81.8	98.6	-10.2	114	5.7%	11.2%
Cc1nc2ccccc2c(=O)n1NCc1cccs1	-10.9	91	9.0	92.8	83.8	10.9	91	-18.7%	-6.3%
c1ccc(Oc2nc(N3CCOCC3)nc(N3CCOCC3)n2)cc1	-16.1	27	20.9	96.8	75.9	-10.7	114	-3.5%	11.3%
CN1CCN(NC(=O)c2ccccc2F)CC1	2.6	143	.	.	.	-2.6	143	5.4%	11.1%
N#Cc1cc(-c2ccccc2)nnc1Oc1ccccc1Cl	8.9	174	.	.	.	-8.9	174	8.4%	-4.3%
CC(=O)c1cccc(NC(=O)c2csc(-n3nc(C)cc3C(F)(F)F)n2)c1	3.4	109	.	.	.	-3.4	109	-10.2%	-3.0%
CN1CCN(c2ccc([N+](=O)[O-])cc2C(=O)N2CCOCC2)CC1	4.3	198	.	.	.	-4.3	198	-9.4%	-2.5%
CS(=O)(=O)N(CC(=O)NCc1ccc2c(c1)OCO2)c1ccc(Cl)cc1	4.8	82	15.0	102.1	87.1	-4.8	82	6.5%	0.5%
Cc1ccccc1CN(c1ccc(C(=O)Nc2ccccc2C(=O)N2CCCC2)cc1)S(C)(=O)=O	-2.5	120	10.6	91.6	81.0	2.5	120	-99.0%	3.8%
O=C(CSc1ccccc1)Nc1ccccc1C(=O)O	-5.4	149	-3.6	105.1	108.7	5.4	149	-2.9%	2.3%
O=C(CCSc1nc(-c2ccco2)cc(C(F)(F)F)n1)NCc1ccccn1	1.1	148	-8.9	67.9	76.8	-1.1	148	-47.4%	-3.8%
Cc1cc(S(=O)(=O)NC2CCCCC2)c(C)s1	10.4	142	1.6	94.0	92.4	-10.4	142	1.5%	9.9%
CCOC(=O)Cc1csc(NC(=O)COc2ccccc2)n1	2.4	125	-4.3	90.9	95.2	-2.4	125	17.8%	-4.4%
CN(C)CCC(=O)c1ccc2c(c1)OCO2	4.1	131	-2.7	80.0	82.6	-4.1	131	-11.7%	5.4%
O=C(O)C1CCCN(S(=O)(=O)c2cccc3cccnc23)C1 (stereo not drawn)	.	.	-7.0	94.8	101.9	.	.	-5.6%	-3.4%
CCSc1nnc(NC(=O)c2cc(C)on2)s1	-2.4	102	15.6	102.4	86.8	2.4	102	7.1%	-2.7%
COc1ccc(C2=CSC(/N=C/c3ccc(F)cc3)=NN2)cc1	-4.8	167	-0.9	87.0	87.9	4.8	167	-1.2%	-2.9%
Cc1ccc(C(c2nnnn2Cc2ccccc2)N2CCN(Cc3ccccc3)CC2)cc1 (stereo not drawn)	-2.6	165	-18.8	50.1	68.9	2.6	165	.	.
COc1cc(-c2nnn(CC(=O)N3CCOCC3)n2)cc(OC)c1OC	4.6	145	7.8	95.9	88.1	-4.6	145	-8.3%	13.3%
O=C(CN(Cc1ccccc1Cl)C(=O)c1ccc(CN2CCOCC2)o1)NCC1CCCO1 (stereo not drawn)	14.6	164	4.4	91.2	86.8	-14.6	164	-27.9%	-0.1%
COc1ccc(-c2cnnn2-c2ccc(NC(=O)c3ccco3)cc2)cc1OC	15.7	73	.	.	.	-15.7	73	8.9%	-4.3%
CCCCNC(=O)c1onc(CSc2ccc(C)c(C)c2)c1C(=O)O	-4.0	120	.	.	.	4.0	120	-11.8%	-2.7%
CCc1ccc(-c2c(C)sc(NC(C)=O)c2C(N)=O)cc1	2.4	89	.	.	.	-2.4	89	-1.9%	-7.0%
More compounds
SMILES	IL1B NFkB pot	IL1B NFkB pot cell count 2 µM	MRP reversal	MRP reversal cytotoxicity	MRP reversal with doxorubicin	NFkB transloc inh	NFkB transloc inh cell count 2 µM	PLAP inhibitors HTS	Bcl-B TR3 displacers
CCCN(CCC)C(=O)Cn1ccc(=N)c2ccccc21	5.2	70	-1.0	90.2	91.3	-5.3	70	24.9%	4.6%
COc1cc(C(=O)Nc2cc(Cl)ccc2C)c(-n2cnnn2)cc1OC	14.2	147	21.1	101.0	79.8	-14.3	147	2.6%	-0.8%
CCNC(=O)COC(=O)C1C(C(=O)OCC)=C(C)NC(C)=C1C(=O)OCC	6.9	145	.	.	.	-6.9	145	-65.4%	6.2%
Cc1ccc2c(c1)c(C)cc(=O)n2CCC(=O)O	-2.6	112	0.2	94.1	93.9	2.6	112	3.3%	13.5%
CCOCC(=O)Nc1nnc(COc2ccc(Cl)cc2)s1	9.1	152	.	.	.	-9.1	152	-0.3%	0.1%
Brc1ccc(/C=C/C=N/Nc2nc3ccccc3s2)cc1	-2.1	149	.	.	.	2.1	149	-9.4%	-7.2%
NC(=O)c1c(NC(NC(=O)c2ccco2)(C(F)(F)F)C(F)(F)F)sc2c1CCCC2	-2.7	202	-4.7	90.5	95.2	2.7	202	-15.8%	-5.5%
Cc1noc(C)c1COC(=O)c1ccccc1Sc1ccccc1C#N	2.8	210	6.9	89.2	82.2	-2.8	210	-34.8%	-1.6%
Cc1ccccc1-n1c(=O)cc(N2CCc3ccccc3C2)[nH]c1=O	.	.	3.7	87.1	83.4	.	.	-17.8%	9.0%
COc1ccc(NC(=O)NC2CC3CCCC(C2)N3Cc2ccccc2)cc1 (stereo not drawn)	5.1	146	-4.9	84.2	89.1	-5.1	146	-66.2%	-1.5%
CC(C)Oc1cccc(C(=O)O)c1	-1.3	94	-2.5	105.5	108.0	1.3	94	-13.5%	-2.9%
CS(=O)(=O)N1CCN(c2nc(-c3ccc(F)cc3)cs2)CC1	21.0	64	9.2	88.8	79.6	-21.0	64	-6.7%	6.9%
O/N=C/c1ccccc1OCc1ccc(Cl)cc1	-6.4	156	.	.	.	6.4	156	35.8%	-8.3%
Cc1ccccc1NC(=O)c1ccc2c(c1)OCCO2	12.0	65	-6.2	83.6	89.9	-12.0	65	19.9%	-5.6%
Cc1ccc(NC(=O)CSc2nnc(CCNC(=O)OC(C)(C)C)o2)c(C)c1	-11.2	147	-3.9	80.4	84.3	11.2	147	-42.5%	4.0%
Cc1c(C(=O)N2CCN(CCc3ccccc3)CC2)oc2ccccc12	.	.	22.1	91.6	69.5	.	.	-49.9%	-0.9%
COC(=O)c1cc(C(=O)OC)n(Cc2ccc(F)cc2)n1	20.3	127	14.5	89.9	75.4	-20.3	127	17.5%	-10.3%
Cc1nn2c(N)csc2nc1=O	-16.7	112	-1.3	97.5	98.8	16.7	112	-2.5%	.
CCCOc1cccc(C2/C(=C(/O)c3ccc(F)cc3)C(=O)C(=O)N2CCN(C)C)c1 (stereo not drawn)	-9.9	93	-11.9	93.3	105.2	9.9	93	-62.0%	-0.4%

Some of the compounds tested; rates above refer to the full screens.
